CAL PDZ FP-1 = untagged CAL PDZ binding inhibitors, primary screen, biochemical, fluorescence polarization, HTS; Golgi-associated PDZ and coiled-coil motif-containing protein (Homo sapiens), Q9HD26; purified CAL PDZ, TMR-peptide fluorescence polarization, 1 h; inhibition, % at 24.9 µM; hit rate 0.92% among 300,000; AID 602252, 2012;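 active = mean inhibition of at least 30% with at least half of replicates also reaching 30%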;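 note: 0% = DMSO neutral control and 100% = excess unlabeled competitor peptide PRC23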
cardiac RTF act = cardiac RTF calcium sensitivity activators, primary screen, biochemical, IANBD-TnC fluorescence, EC20 calcium. Troponin I, cardiac muscle (Homo sapiens) + Troponin T, cardiac muscle (Homo sapiens) + …. IANBD-labeled TnC RTF fluorescence at EC20 calcium; 0% EC20 calcium, 100% full calcium. activation, % at 7.2 µM. hit rate 0.24% among 340,000;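 active = activation above the mean over all tested compounds plus 3 SD, cut at about 30% in these data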;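 note: rise in fluorescence read as greater calcium sensitivity of cardiac thin filaments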
Rtt109 HAT inh = inhibitors of C. albicans Rtt109/Vps75 HAT, primary screen, biochemical, ThioGlo CoA-SH fluorescence, plate reader; Histone acetyltransferase RTT109 (Candida albicans (strain SC5314 / ATCC MYA-2876)), …; purified Rtt109/Vps75, 4 h; inhibition, % at 34.9 µM; hit rate 0.16% among 330,000;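 active = inhibition of at least 50% in every replicate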
Target sequence (Q5AAJ8 whole entry, looked up): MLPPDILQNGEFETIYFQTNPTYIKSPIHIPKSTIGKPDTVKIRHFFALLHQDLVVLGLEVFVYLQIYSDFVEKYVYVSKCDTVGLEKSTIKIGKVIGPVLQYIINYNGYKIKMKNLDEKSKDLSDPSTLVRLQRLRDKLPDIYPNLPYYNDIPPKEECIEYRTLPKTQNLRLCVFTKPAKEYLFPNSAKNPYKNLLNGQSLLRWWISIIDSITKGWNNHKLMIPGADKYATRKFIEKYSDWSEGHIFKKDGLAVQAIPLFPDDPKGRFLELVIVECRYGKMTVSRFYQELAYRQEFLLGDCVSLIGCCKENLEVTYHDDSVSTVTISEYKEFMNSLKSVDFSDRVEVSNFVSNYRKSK
CDK5 inh = inhibitors of human CDK5/p35 kinase, primary screen, biochemical, single concentration | Cyclin-dependent kinase 5 (Homo sapiens) + Cyclin-dependent kinase 5 activator 1 (Homo … | Recombinant CDK5/p35, ADP-Glo luminescence, 60 min | inhibition, % at 10 µM | hit rate 0.01% among 330,000 | AID 488839, 2010;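 active = highest replicate inhibition of at least 50% and at least 75% of replicates reaching 50%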;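 note: plate controls were DMSO neutral control for no effect and GW8510 at 10 µM for full effect; many of its hits are not listed in these tables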
MITF act = activators of MITF-driven TRPM1 promoter reporter, primary screen, cell-based, SK-MEL-5, luciferase, single point. activation, % at 12.5 µM. hit rate 0.75% among 300,000. SK-MEL-5 TRPM1-promoter luciferase, 24 h; % of positive control, neutral wells = 0;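 active = mean activation of at least 80% with every replicate also reaching 80%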;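 note: 0% = neutral control wells and 100% = parthenolide positive control wells; values of inactives mirror those of a sister screen read the other way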
dFosB act = activators of delta FosB homodimer, primary screen, biochemical, fluorescence polarization, TAMRA-CDK5 oligo, single point; hit rate 0.99% among 340,000; AID 493131, 2011; purified delta FosB; percent of positive-control signal above neutral wells; Protein FosB (Mus musculus), P13346; activation, % at 25 µM;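 active = mean activation above about 17%, with every replicate also reaching it, limit read from the data, passing the limit was not always enough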;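 note: fluorescence polarization rise as delta FosB binds a TAMRA Cdk5 AP-1 oligo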
Target sequence (P13346 whole entry, looked up): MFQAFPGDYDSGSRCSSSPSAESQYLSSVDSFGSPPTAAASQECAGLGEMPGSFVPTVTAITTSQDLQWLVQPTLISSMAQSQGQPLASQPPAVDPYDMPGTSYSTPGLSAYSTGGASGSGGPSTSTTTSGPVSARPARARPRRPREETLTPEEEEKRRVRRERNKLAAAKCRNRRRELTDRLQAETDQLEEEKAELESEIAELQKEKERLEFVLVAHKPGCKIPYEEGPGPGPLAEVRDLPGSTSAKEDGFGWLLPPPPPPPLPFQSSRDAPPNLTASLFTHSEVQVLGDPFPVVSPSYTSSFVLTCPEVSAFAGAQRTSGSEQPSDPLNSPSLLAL
CAL PDZ FP-2 = CAL PDZ peptide-binding inhibitors, primary screen, biochemical, fluorescence polarization, Cer-tagged CAL PDZ, HTS | Golgi-associated PDZ and coiled-coil motif-containing protein (Homo sapiens), Q9HD26 | purified CAL PDZ, TMR-peptide fluorescence polarization, 1 h | inhibition, % at 20 µM | hit rate 0.02% among 330,000 | AID 504414, 2011;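 active = highest replicate inhibition of at least 40%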;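 note: plate controls were DMSO neutral control wells for no effect and unlabeled competitor peptide control wells for full effect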
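Test system: purified CerCALP PDZ construct; Compound dosing: one concentration, 20 µM compound; Also added: TMR-labelled reporter peptide T*-PRC34 bound in PDZ groove; Read-out: inhibition from polarization loss; Controls: unlabelled peptide and DMSO controls; Signal: FP readout, S and P plane fluorescence; Incubation: 1 h at RT.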
Wnt act = Wnt/beta-catenin pathway activators, primary screen, cell-based, plate reader, single point; activation, % at 9.35 µM; AID 743398, 2014; hit rate 1.2% among 300,000; Wnt/beta-catenin reporter cell assay, activator; in the data active = activation above about 30%, passing the limit was not always enough;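 note: 0% = neutral control wells and 100% = positive control wells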
V-ATPase pHluor = regulators of yeast V-ATPase proton pumping, primary screen, pHLuorin cytosolic pH fluorescence. S. cerevisiae. hit rate 0.37% among 350,000. AID 504577, 2011. response, % at 10 µM; in the data active = response mostly above about 7.3%, no sharp cut-off; inactive = mostly below about 5.4%; note: actives read high; inactives centre near 0; some compounds called inactive have numbers as strong as hits
Tat transport = E. coli Tat export inhibitors, primary screen, MC4100, TorA-mCherry reporter, fluorescence, single point; inhibition, % at 10 µM; hit rate 0.036% among 340,000;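 active = mean replicate inhibition at least 50% and at least half of replicates individually reaching 50%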;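 note: exported cargo escapes ClpAP degradation while cytoplasmic cargo is degraded and loses fluorescence; 0% = median of neutral control wells and 100% = median of NaSCN control wells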
An asterisk follows results filed as active; · = no result given.

The first 3 entries as a preview:
SMILES	CAL PDZ FP-1	cardiac RTF act	Rtt109 HAT inh	CDK5 inh	MITF act	dFosB act	CAL PDZ FP-2	Wnt act	V-ATPase pHluor	Tat transport
O=C(NCc1ccc(Cl)cc1)C1CCN(C(=O)c2ccco2)CC1	-7	-1	14	-0.5	-5	-6	-0.7	0	3	-12
Cc1ccccc1C(=O)O/N=C(\N)c1ccncc1	1	-6	·	0.8	27	-4	-3.2	40*	1	-3
Cc1cc(N2CCN(c3ccccn3)CC2)n2c(nc3ccccc32)c1C#N	-2	-3	-13	1.1	-2	1	-1.8	-4	2	-8

The list itself, from the start:
SMILES	CAL PDZ FP-1	cardiac RTF act	Rtt109 HAT inh	CDK5 inh	MITF act	dFosB act	CAL PDZ FP-2	Wnt act	V-ATPase pHluor	Tat transport
O=C(NCc1ccc(Cl)cc1)C1CCN(C(=O)c2ccco2)CC1	-7	-1	14	-0.5	-5	-6	-0.7	0	3	-12
Cc1ccccc1C(=O)O/N=C(\N)c1ccncc1	1	-6	·	0.8	27	-4	-3.2	40*	1	-3
Cc1cc(N2CCN(c3ccccn3)CC2)n2c(nc3ccccc32)c1C#N	-2	-3	-13	1.1	-2	1	-1.8	-4	2	-8
CCOC(=O)c1cc(=O)n(-c2ccc(Cl)cc2C)[nH]1	-5	0	6	-2.0	-6	-1	0.0	-2	-1	-5
CC(C)COc1ccc(C2NC(=O)NC2=O)cc1 (stereo unspecified)	-1	-2	-6	-2.3	·	-4	-0.3	2	2	11
CCCC(=O)Nc1ccccc1-c1nnc(SCC)[nH]c1=O	·	-3	26	-0.4	11	-6	-1.3	3	-1	-7
CCOC(=O)N1N=C(C)CC1(O)c1ccccc1 (stereo unspecified)	-4	4	-7	0.0	1	4	0.2	0	0	-2
O=C(O)c1ccccc1Nc1ccnc(Cl)n1	·	-5	32	-0.4	3	-6	0.3	9	3	-1
Cc1nn(Cc2ccc(Br)cc2)c(C)c1NC(=O)c1nn(C)cc1Cl	-2	-1	4	-1.6	-8	-4	0.1	·	4	0
O=C(c1ccc(N2CCCCC2)c([N+](=O)[O-])c1)N1CCN(S(=O)(=O)c2ccccc2)CC1	-8	-9	11	2.5	6	-4	-2.2	1	4	9
O=C(COc1ccc(S(=O)(=O)NC2CCCCC2)cc1)NCc1cccnc1	-5	2	-4	-1.4	-2	-3	-2.6	-3	0	4
O=C(OCn1nnc2ccccc2c1=O)c1cccs1	-2	3	1	0.7	·	6	-0.2	-1	4	-4
Cc1c(C(=O)Nc2ccc(Cl)cc2)c2ccccn2c1C(=O)c1ccc(F)cc1	-3	6	-15	-0.2	·	3	0.1	-6	-1	-10
Cc1nn(-c2ccccc2)c(C)c1P(=O)(c1ccccc1)N(C)C (stereo unspecified)	4	-3	33	-1.0	3	-9	-2.1	-2	0	-1
Cc1ccccc1CS(=O)(=O)Cc1ccc(C(=O)NCc2ccccn2)o1	-2	0	5	1.5	-1	14	0.4	-2	0	-9
NS(=O)(=O)c1cccnc1Nc1c(Cl)cccc1Cl	-3	-2	-6	0.4	0	2	0.4	·	-3	9
Cc1cccc(-c2nc3ccccc3c(=O)n2NC(=O)c2ccc([N+](=O)[O-])c(C)c2)c1	-2	3	1	-0.9	-3	-5	-1.9	·	3	2
CC(C)C(=O)Nc1cc(S(=O)(=O)Nc2cccc(Cl)c2)ccc1Cl	-1	4	-2	0.2	1	-10	-2.2	0	-2	16
O=CN(Cc1ccccc1)c1cc([N+](=O)[O-])ccc1OCc1ccccc1	-3	-4	-7	-0.4	-9	-4	-1.1	-2	-2	-6
CCCCOc1ccc(/C(O)=C2/C(=O)C(=O)N(Cc3cccnc3)C2c2ccncc2)c(C)c1 (stereo unspecified)	-2	-5	-2	-0.3	-4	1	0.2	9	3	-2
O=C(NNC1OC(CO)C(O)C(O)C1O)c1cccc(Br)c1 (stereo unspecified)	·	4	17	-0.1	7	-4	-0.2	-1	0	-2
COC(=O)c1ccc(/C=N/NC(=O)CC(=O)NC(C)C)cc1	-2	3	·	-0.2	-4	5	-3.1	·	-3	0
O=C(Nc1ccc(C(=O)N2CCCCC2)cc1)c1ccccc1Br	-3	1	-2	3.3	13	-8	-0.1	-3	-1	-7
Cc1cc2cc(CN(Cc3ccco3)C(=S)NCC3CCCO3)c(=O)[nH]c2cc1C (stereo unspecified)	-1	2	4	-4.5	-7	-8	-3.0	-1	1	7
COc1ccc(-c2[nH]nc3oc(=O)cc(C)c23)cc1	·	-2	0	-0.1	·	-8	-0.9	3	0	-14
CCOC(=O)c1c(-n2c(C)cc(C=O)c2C)sc2c1CCCC2	-3	-5	9	-1.4	0	-4	0.7	-3	-4	12
Cc1c(N2C(=O)CS/C2=N\N=C\c2ccc(Br)cc2)c(=O)n(-c2ccccc2)n1C	-2	-1	-13	0.3	-15	-14	-2.7	·	-6	3
COc1ccc(C(=O)NCc2nnc(SCC(=O)N3CCc4ccccc43)n2Cc2ccccc2)cc1	-2	-2	-4	-0.2	-2	-3	-0.4	-2	1	2
N#C/C(=C\c1cccs1)C(=O)N1CCOCC1	·	0	-6	0.5	2	6	-0.2	5	2	-18
Cc1c(C(=O)N2CC[C@@H](N3CCC(O)CC3)[C@H](O)C2)[nH]c2ccc(Cl)cc12	-2	-2	4	-0.1	1	-2	-1.2	-1	-3	-7
Cc1ccc(OCC(=O)Nc2ccc(NC(=O)c3ccccc3)cc2)cc1C	-1	1	-5	-2.3	1	15	-1.6	0	5	9
CC(=O)NC1C(Oc2ccccc2C)OC(CO)C(O)C1O (stereo unspecified)	-2	4	-1	-0.4	4	-7	1.4	2	3	-2
Cc1ccccc1NC(=O)C(C)OC(=O)CNS(=O)(=O)c1ccc(C#N)cc1 (stereo unspecified)	-2	2	·	-0.5	4	11	-1.0	0	-3	-1
CN(C(=O)CSc1nc2ccccc2c(=O)n1C)C1CCS(=O)(=O)C1 (stereo unspecified)	-6	-2	-3	-1.0	1	2	-0.6	-4	-4	-8
O=C1COc2ccc(C(=O)CCl)cc2N1	·	·	15	2.0	·	0	-1.1	-1	-5	-21
Cc1c(C(=O)Nc2ccc(C(=O)O)cc2)cnn1C	-1	5	2	0.0	2	-7	0.3	·	-2	-6
COc1cc(-c2nc(CN(C)C(C)c3ccncn3)c(C)o2)ccc1F (stereo unspecified)	-2	12	14	-8.3	-4	0	0.1	-1	1	-5
Cc1ccc(S(=O)(=O)Nc2cc(C)cn(Cc3ccccc3)c2=O)cc1	-1	9	-4	-1.9	-12	-10	-1.6	-2	-1	2
CC(=O)c1ccc(OCC(=O)Nc2ccc3nc(C)sc3c2)cc1	-2	-6	-3	-2.4	12	-9	-2.0	1	2	0
Nc1ccc(C(=O)N/N=C\C=C\c2ccc([N+](=O)[O-])cc2)cc1	-2	2	-16	6.0	10	-12	7.7	-2	5	4
COc1ccccc1C(=O)NNC(=O)c1ccccc1Br	-4	-2	-1	0.2	9	1	-0.4	1	-3	-5
CCOc1cc([N+](=O)[O-])cc2c1C(=O)Nc1ccccc1O2	-2	11	-5	-2.4	-4	2	-2.4	-2	-1	-1
COc1cccc(NC(=O)CCS(=O)(=O)c2ccc3c(c2)oc(=O)n3C)c1	2	-7	29	-0.3	-3	-1	-0.9	0	1	-9
Cc1ccc(S(=O)(=O)N2[C@@H](c3ccccc3)C(C(=O)O)=CC[C@H]2c2ccc3c(c2)OCO3)cc1	-2	1	12	-0.2	-5	-3	-1.7	-1	1	4
O=C1[C@@H]2Cc3c([nH]c4ccccc34)C(c3ccccc3)N2C(=O)CN1C1CC1 (stereo partly specified)	-1	2	1	-0.6	-8	-3	·	1	4	2
Cc1ccc(Nc2ncc3c(=O)[nH][nH]c(=O)c3n2)cc1	0	0	·	2.6	-5	1	-2.1	-1	-2	-8
CCOc1ccccc1CNC(=O)Cn1c(=O)oc2ccccc21	-3	-2	-2	0.6	0	0	-1.4	-2	1	-4
COc1ccc(NC(=O)c2ccc3c(c2)S(=O)(=O)c2ccccc2C3=O)cc1	-8	-3	6	1.2	5	-4	0.4	-5	2	0
COc1ccc(C)cc1NC(=O)c1nnn(Cc2cccc(C(F)(F)F)c2)c1N	-1	-2	-8	0.4	-6	-6	-2.6	6	7	-1
CCOc1ccc(N(C)S(=O)(=O)c2cc(-c3cc(C)no3)ccc2CC)cc1	19	-2	-1	1.2	-10	-1	-2.4	1	3	9
CC(C)(C)n1nnnc1C(c1ccc(C#N)cc1)N1CCCC2(CCCCC2)C1 (stereo unspecified)	-2	-5	·	0.8	8	2	-3.7	·	3	8
Cc1c(NC(=O)CN2C(=O)c3ccccc3S2(=O)=O)c(=O)n(-c2ccccc2)n1C	-6	-5	-4	2.2	-1	-7	-3.7	-1	16	-2
Cc1ccc(C(=O)C(C)OC(=O)CCN=C2NS(=O)(=O)c3ccccc32)cc1 (stereo unspecified)	0	-1	0	-1.1	-3	-9	-3.6	-1	-3	0
COc1ccc(Cn2nnnc2C(c2cccs2)N2CCSCC2)cc1 (stereo unspecified)	2	6	1	0.9	-7	-1	-2.4	·	2	5
CC(=O)Cn1c(=O)c2c(nc3n2CCCN3Cc2ccccc2)n(C)c1=O	-3	4	12	0.2	-12	-11	-2.1	-1	1	1
COc1nc(C#N)nc(N(C)C)n1	2	-2	9	2.0	-13	-4	-1.1	-1	4	-7
C/C(=N\NC(=O)C1CC1)c1ccc(N2CCOCC2)cc1	3	4	9	1.3	-14	-3	-0.2	1	5	4
COc1ccccc1OCCOCCOc1ccccc1Cl	-4	4	0	0.4	1	-3	-0.2	-3	1	0
COC(=O)CCC(=O)Nc1cccc2c(NC(=O)CCC(=O)OC)cccc12	0	3	-1	0.8	-10	3	0.5	·	-1	2
CCOc1ccc(NS(=O)(=O)c2cc(NC(=O)c3ccc(C)cc3)ccc2Cl)cc1	-2	1	4	-1.1	-7	-5	-0.7	·	-2	2
More results.
SMILES	CAL PDZ FP-1	cardiac RTF act	Rtt109 HAT inh	CDK5 inh	MITF act	dFosB act	CAL PDZ FP-2	Wnt act	V-ATPase pHluor	Tat transport
c1ccc(CSc2nnnn2-c2ccccc2)cc1	0	1	-4	1.1	19	-5	-2.6	·	-1	-2
Cc1cccc(C(=O)OCC(=O)N2CCc3ccccc3C2)c1O	-3	0	1	0.5	21	-19	-6.4	-5	-1	-3
CN(CC(=O)Nc1cccc2ccccc12)C(=O)c1ccc(NC(=O)CC#N)cc1	-2	3	-2	1.4	5	-8	-0.6	-3	0	-5
CCN(CC(=O)NCc1cccs1)C(=O)c1ccccc1Cl	52*	8	-3	0.2	12	-5	-0.9	1	4	-4
